Screening data from PubChem BioAssay.
Tau ThT inhib: blocks human tau fibril formation measured by thioflavin T; AID 1460; recombinant tau K18 P301L (four-repeat tau fragment), heparin-induced fibrillization, ThT fluorescence; P10636; 270,000 compounds, 2.1% hits; Potency, µM (top dose mostly 57.4 µM), without a hit: at the top dose activity, negative = inhibition, actives largely listed as inhibitors; note: nearly all actives have a fitted effect of over 55% in size
Target sequence (P10636 561-689 P618L limits assumed): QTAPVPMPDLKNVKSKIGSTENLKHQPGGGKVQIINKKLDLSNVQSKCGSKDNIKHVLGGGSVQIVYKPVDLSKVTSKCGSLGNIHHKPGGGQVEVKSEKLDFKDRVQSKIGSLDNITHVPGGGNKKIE
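In this qHTS, human K18 P301L tau is incubated with compound and heparin for 6 hr at 37 C, and Thioflavin T fluorescence then reports fibril load.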
JMJD2E inh: inhibitors of human JMJD2E histone demethylase | 230,000 compounds, 1.6% hits | AID 2147 | JMJD2E catalytic domain, FDH-coupled NADH fluorescence (FDH is formaldehyde dehydrogenase) | Potency, µM (doses to about 57.1 µM), without a hit: top-dose activity change, negative = inhibition, actives largely listed as inhibitors | B2RXH2; active = well fitted inhibition curve with a large enough effect, not every such curve was filed as active; inconclusive = small, poorly fitted or top-dose-only effect, or another doubt; inactive = no such curve, though single readings can be large or run the other way;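 note: 0% = wells with enzyme and -100% = buffer wells without enzyme; nearly all actives have a fitted effect of over 50% in size; many of its hits are not listed in these tables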
Target sequence (B2RXH2 1-337 limits assumed): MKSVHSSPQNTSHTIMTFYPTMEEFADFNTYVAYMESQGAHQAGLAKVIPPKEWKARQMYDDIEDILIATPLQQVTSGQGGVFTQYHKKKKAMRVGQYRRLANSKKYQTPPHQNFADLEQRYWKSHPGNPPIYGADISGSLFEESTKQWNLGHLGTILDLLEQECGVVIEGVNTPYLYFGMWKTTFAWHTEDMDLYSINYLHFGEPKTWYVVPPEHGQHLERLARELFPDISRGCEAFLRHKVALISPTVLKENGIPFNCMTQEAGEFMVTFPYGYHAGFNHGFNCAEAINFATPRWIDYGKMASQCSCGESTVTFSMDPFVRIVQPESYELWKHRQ
TRb SRC2 PPI: inhibitors of human thyroid hormone receptor beta-SRC2 interaction. P10828. TRbeta-SRC2 peptide binding, fluorescence polarization; receptor liganded with 1 µM T3. Potency, µM (doses to about 106 µM), for the others: top-dose activity change, negative = inhibition, usual class: inhibitors. 280,000 compounds, 0.065% hits. AID 1469;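 note: plate controls were bound peptide for no effect and peptide without receptor for full effect; nearly all actives have a fitted effect of over 50% in size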
Target sequence (P10828 whole entry, looked up): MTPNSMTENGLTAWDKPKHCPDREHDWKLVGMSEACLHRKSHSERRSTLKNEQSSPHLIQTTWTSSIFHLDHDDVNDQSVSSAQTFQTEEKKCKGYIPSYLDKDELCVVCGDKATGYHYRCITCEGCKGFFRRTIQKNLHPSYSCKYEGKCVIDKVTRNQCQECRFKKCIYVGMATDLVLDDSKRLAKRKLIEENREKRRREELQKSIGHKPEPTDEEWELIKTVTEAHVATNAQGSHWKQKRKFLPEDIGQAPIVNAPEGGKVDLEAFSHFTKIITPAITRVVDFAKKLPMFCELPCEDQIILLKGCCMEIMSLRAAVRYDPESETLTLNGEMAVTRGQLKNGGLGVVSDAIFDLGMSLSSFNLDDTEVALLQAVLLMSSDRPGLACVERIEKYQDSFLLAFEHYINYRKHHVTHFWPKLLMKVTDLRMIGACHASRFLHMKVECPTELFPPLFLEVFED
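Each compound concentration gave % activity, normalized to unbound and bound Texas Red SRC2 controls, from polarization read after 5 hr ambient incubation with T3-loaded human TRb LBD.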
Tau fibril FP: tau fibrillization inhibition (FP). K18 P301L tau heparin fibrillization, Alexa594 FP, 6 h. Potency, µM (top dose mostly 57.7 µM), inactives show at the highest dose activity, negative = inhibition, usual class: inhibitors. 280,000 compounds, 0.39% hits. AID 1468; note: nearly all actives have a fitted effect of over 55% in size
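Compound effects on tau fibrillization are measured by Alexa 594 fluorescence polarization (ex 555, em 632 nm). K18 P301L tau is used at 15 uM with 0.24 uM labeled tracer, and 20 uM heparin induces aggregation over 6 hr at 37 C.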
RGS12 GoLoco inh: inhibitors of human Gai1-RGS12 GoLoco interaction (red fluorophore); Gai1:RGS12 GoLoco peptide FP, rhodamine, 10 min; P63096; Potency, µM (series often up to 61.6 µM), for inactives: top-dose activity, negative = inhibition, hits mostly inhibitors; 230,000 compounds, 0.44% hits; active = well fitted inhibition curve with a large enough effect, not every such curve was filed as active; inactive = no such curve, though single readings can be large or run the other way; note: nearly all actives have a fitted effect of over 30% in size; many of its hits are not listed in these tables
L3MBTL1 block: blocks human L3MBTL1; AID 485360; Q9Y468; AlphaScreen L3MBTL1–H3K9me1 peptide binding; 230,000 compounds, 0.66% hits; Potency, µM (top dose mostly 57.1 µM), without a hit: at the highest dose activity, negative = inhibition, most hits filed as inhibitors; note: nearly all actives have a fitted effect of over 60% in size
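AlphaScreen assay: L3MBTL1 (50 nM final) was preincubated 30 min at room temperature with biotinylated H3(1-15)K9me1 peptide (75 nM final), then 30 min with library compounds; streptavidin donor and nickel chelate acceptor beads (10 ug/mL final) added, 30 min dark.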
RECQ1 inh: inhibitors of human RECQ1 DNA helicase | 240,000 compounds, 0.54% hits | Potency, µM (highest dose often 57.3 µM), for inactives: at the highest dose activity, negative = inhibition, actives largely listed as inhibitors | RECQ1 DNA unwinding, red fluorescence kinetic read;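 note: plate controls were vehicle for no effect and no enzyme for full effect; nearly all actives have a fitted effect of over 30% in size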
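50 nM RECQ1T1 preincubated 15 min with compound in Tris pH 8.0 buffer with MgCl2, DTT, Tween-20 and 2.5 ug/ml poly(dI-dC); started with 200 nM TAMRA/BHQ-2 forked duplex and 2 mM ATP. Unwinding read as fluorescence (525/598 nm), two reads 2 h apart.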
TexasRed fluor: alters Texas Red total fluorescence, flagging assay interference. TRb/SRC2 Texas Red total fluorescence interference. Potency, µM (top dose mostly 106 µM), without a hit: at the top dose fluorescence change, negative = quenching. AID 1479. 280,000 compounds, 0.29% hits; active = well fitted curve in either direction with a large enough effect; inconclusive = small, poorly fitted or top-dose-only effect
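Flags fluorescent or light-absorbing compounds by total fluorescence, S + 2P, at 555 nm excitation and 632 nm emission. Mixture: 20 nM Texas Red SRC2 peptide, 0.6 uM human TRb LBD, 1 uM T3, 5% DMSO; compound exposure 5 h at ambient temperature.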
An asterisk follows results filed as active; i = inactive; ? = inconclusive; . = no result given; [ ] = dose if it differs, or a comment. Unless noted, calls come from the whole dose curve; as a rule, active = well fitted curve in the direction sought with a large enough effect; inconclusive = small, poorly fitted or top-dose-only effect, or another doubt; inactive = no such curve, though single readings can be large; an effect the other way counts as inactive or inconclusive. Unless noted, % is set by controls: 0 for no effect and ±100 for the full control effect; potency is the fitted concentration of half-maximal effect. The list is partial, so the mix of outcomes need not match the whole.

Order of results – Tau ThT inhib, JMJD2E inh, TRb SRC2 PPI, Tau fibril FP, RGS12 GoLoco inh, L3MBTL1 block, RECQ1 inh, TexasRed fluor
1. Cc1cc(C)c(NC(=O)c2sc3nc4c(cc3c2N)C(=O)CC(C)(C)C4)c(C)c1
→ -11%, -3%, 4%, -3%, 3%, -1%, i, -4%
2. NNC(=O)c1cc2c(N3CCC(Cc4ccccc4)CC3)ncnc2s1
→ -10%, ?, 4%, 3%, 6%, 15%, i, 3%
3. COCCN1C(=O)C(CC(=O)Nc2ccc(C(=O)O)cc2)SC1=Nc1ccccc1 (stereo unspecified)
→ -3%, -3%, -7%, 2%, -7%, ., -15%, 2%
4. Fc1ccc(COc2cccc3cccnc23)cc1
→ -4%, -29%, -2%, 7%, 1%, -5%, i, -3%
5. CC(C)=CCN1CCN(Cc2cnc(N3CCCC3)s2)CC1CCO (stereo unspecified)
→ 1%, 8%, 1%, 3%, 6%, 3%, i, -3%
6. COc1ccc(-n2c(O)c(/C=N/Nc3nc(C)cc(C)n3)c3ccccc3c2=O)cc1OC
→ ?, ?, 9%, 6%, 16%, -5%, -13%, -4%
7. O=c1c(O)c(-c2cccs2)oc2ccc(Cl)cc12
→ ?, ?, -4%, -6%, 8%, ., -4%, -4%
8. CCOC(=O)N1CCc2c(sc3c2c(=O)n(CCc2ccccc2)c(=O)n3Cc2ccc(F)cc2)C1
→ -8%, ., -7%, -13%, ., ., ., -2%
9. Cc1c(Cl)c([N+](=O)[O-])nn1CC(=O)NC12CC3CC(CC(C3)C1)C2
→ -9%, 6%, -6%, -6%, 1%, ., i, 1%
10. O=C(C/C=N/OCc1ccc(F)cc1Cl)c1cnc(-c2ccccc2)s1
→ ?, -8%, -2%, 8%, 24%, -2%, -2%, 0%
11. CCCN1CCN(C(=S)Nc2ccc([N+](=O)[O-])cc2)CC1
→ -14%, 1%, 4%, -1%, ., 5%, 2%, -3%
12. NS(=O)(=O)c1ccc(NC(=O)COC(=O)COc2ccccc2)cc1
→ 1%, -1%, 8%, -3%, -24%, -21%, 25%, 3%
13. Cc1nc(NC(C)C(=O)O)c2nc(C)oc2n1 (stereo unspecified)
→ 3%, 1%, ., 5%, 7%, 12%, -15%, .
14. CCOC(=O)c1c(NC(=O)c2cc(-c3ccc(OC)c(OC)c3)on2)sc2c1CCCC2
→ -11%, ., -4%, -12%, ., ., ., 7%
15. COc1ccccc1NC(=O)c1c(N=Cc2c(O)ccc3ccccc23)cnn1C
→ ?, -7%, -1%, ?, 7%, -2%, -14%, 0%
16. CCn1c(=O)c([N+](=O)[O-])c(NCC(O)c2ccccc2)c2ccccc21 (stereo unspecified)
→ ?, -6%, -8%, -1%, 10%, 3%, -5%, -6%
17. Cc1ccccc1C(=O)Nc1nnc(S(=O)(=O)N(C)c2ccc(Cl)cc2)s1
→ ?, ., ?, 2%, ., ., ., 32µM*[quencher]
18. CN(C)c1ccc(C2Nc3ccccc3C(=O)N2NS(=O)(=O)c2ccccc2)cc1 (stereo unspecified)
→ -8%, -23%, 1%, -1%, 3%, -14%, ?, -3%
19. COc1ccc(C)cc1NC(=O)COc1cc(=O)n(C)c2ccccc12
→ -2%, ., -5%, -6%, ., ., ., -4%
20. Cc1ccc(C(=O)N(c2ccc(C)cc2)S(=O)(=O)c2ccc(Cl)cc2)cc1
→ ?, ., -2%, -5%, ., ., ., -20%
21. Cc1ccnn2cc3c(=O)n(C)c(=O)n(C)c3c12
→ -3%, -8%, 4%, -9%, 2%, 8%, -19%, -5%
22. COCCN1C=C(C(=O)OC)C(c2cc(Br)c(OC)c(OC)c2)C(C(=O)OC)=C1
→ -12%, ?, -13%, 3%, 0%, ., -1%, 1%
23. Cc1nonc1OCCN1CCN(c2ccc([N+](=O)[O-])cc2)CC1
→ ?, -9%, -3%, 2%, 6%, 1%, -9%, -2%
24. O=C(CCCCCN1C(=O)c2cccc3cccc(c23)C1=O)NO
→ -4%, ., 3%, 3%, 16%, ., i, 0%
25. O=C(COC(=O)c1ccco1)Nc1cccc(Br)c1
→ -4%, 3%, 0%, -4%, 1%, 4%, -8%, -1%
26. COc1ccc(S(=O)(=O)Nc2cccc(Cl)c2)cc1OC
→ -5%, -5%, -3%, -3%, 1%, 12%, i, 2%
27. CC(=O)Nc1ccc(NC(=O)COC(=O)Cc2c[nH]c3ccccc23)cc1
→ -3%, 3%, 1%, 1%, 7%, -3%, 1%, 1%
28. CCc1ccc(-n2cc(-c3ccc([N+](=O)[O-])cc3)[nH]c2=S)cc1
→ ?, -15%, 8%, -1%, 7%, -7%, -4%, -1%
29. Cc1cc(Cl)ccc1OCC(=O)NN1C(=O)C2C3C=CC(C3)C2C1=O (stereo unspecified)
→ -11%, -6%, 3%, 2%, 72%[activator], -10%, -6%, -4%
30. CCOc1ccc2[nH]c(=O)c(CN(CCO)C(=O)c3ccc(Br)cc3)cc2c1
→ -3%, ?, -1%, -11%, -8%, -1%, -10%, -7%
31. CCCc1cc(-c2n[nH]c(=S)n2CC)cs1
→ ?, -19%, 2%, -11%, 11%, ., 3%, 3%
32. CCOc1ccccc1NC(=O)C1=C(C)NC(=O)NC1c1cccs1 (stereo unspecified)
→ 0%, -1%, 1%, 4%, 1%, -14%, 14%, 0%
33. O=C(O)CSc1nnc(Cn2cnc3ccccc32)n1CCc1ccccc1
→ 0%, -2%, 6%, -10%, -5%, 1%, -1%, 1%
34. O=S(=O)(c1ccc(Cl)cc1)N1CCCC1c1nc2ccccc2s1 (stereo unspecified)
→ -12%, 0%, 4%, -2%, -2%, 4%, -12%, -2%
35. O=C(c1ccco1)N1CCN(CC(O)Cn2c3ccccc3c3ccccc32)CC1 (stereo unspecified)
→ ?, -11%, -2%, 1%, 8%, ., i, 2%
36. Cc1cc(C)cc(OCCCCCNCCO)c1
→ 3%, -3%, -28%, 3%, -3%, -23%, i, 2%
37. COc1ccccc1-c1nnc(SCC(=O)c2ccc(C3CCCCC3)cc2)n1Cc1ccco1
→ ?, -5%, -4%, -15%, 5%, ., -3%, -5%
38. CCS(=O)(=O)N1CCN(Cc2c[nH]c3ccccc23)CC1
→ -14%, ?, 1%, -6%, -8%, 11%, 0%, -1%
39. COc1ccc(N(C)C(=O)c2cnc(N3CCN(c4ncccn4)CC3)c3ccccc23)cc1
→ ?, 2%, -13%, 5%, -2%, 5%, -5%, -2%
40. COc1ccc(CNC(=O)c2c(Nc3ccccc3C)sc(C(=O)c3ccccc3)c2N)cc1
→ -17%, ., 4%, ?, ., ., ., -3%

Grouped by structure, the entries above containing fluorine (3)
Order of results – Tau ThT inhib, JMJD2E inh, TRb SRC2 PPI, Tau fibril FP, RGS12 GoLoco inh, L3MBTL1 block, RECQ1 inh, TexasRed fluor
4. Fc1ccc(COc2cccc3cccnc23)cc1
→ -4%, -29%, -2%, 7%, 1%, -5%, i, -3%
8. CCOC(=O)N1CCc2c(sc3c2c(=O)n(CCc2ccccc2)c(=O)n3Cc2ccc(F)cc2)C1
→ -8%, ., -7%, -13%, ., ., ., -2%
10. O=C(C/C=N/OCc1ccc(F)cc1Cl)c1cnc(-c2ccccc2)s1
→ ?, -8%, -2%, 8%, 24%, -2%, -2%, 0%

The listing picks up, starting seven compounds before the break.
Order of results – Tau ThT inhib, JMJD2E inh, TRb SRC2 PPI, Tau fibril FP, RGS12 GoLoco inh, L3MBTL1 block, RECQ1 inh, TexasRed fluor
34. O=S(=O)(c1ccc(Cl)cc1)N1CCCC1c1nc2ccccc2s1 (stereo unspecified)
→ -12%, 0%, 4%, -2%, -2%, 4%, -12%, -2%
35. O=C(c1ccco1)N1CCN(CC(O)Cn2c3ccccc3c3ccccc32)CC1 (stereo unspecified)
→ ?, -11%, -2%, 1%, 8%, ., i, 2%
36. Cc1cc(C)cc(OCCCCCNCCO)c1
→ 3%, -3%, -28%, 3%, -3%, -23%, i, 2%
37. COc1ccccc1-c1nnc(SCC(=O)c2ccc(C3CCCCC3)cc2)n1Cc1ccco1
→ ?, -5%, -4%, -15%, 5%, ., -3%, -5%
38. CCS(=O)(=O)N1CCN(Cc2c[nH]c3ccccc23)CC1
→ -14%, ?, 1%, -6%, -8%, 11%, 0%, -1%
39. COc1ccc(N(C)C(=O)c2cnc(N3CCN(c4ncccn4)CC3)c3ccccc23)cc1
→ ?, 2%, -13%, 5%, -2%, 5%, -5%, -2%
40. COc1ccc(CNC(=O)c2c(Nc3ccccc3C)sc(C(=O)c3ccccc3)c2N)cc1
→ -17%, ., 4%, ?, ., ., ., -3%
41. O=C(NCCc1ccc(Cl)cc1)C(=O)NCC(c1cccs1)S(=O)(=O)c1ccccc1 (stereo unspecified)
→ 5%, ., 4%, -18%, ., ., ., -3%
42. Cc1ccc(C(=O)COC(=O)CCC(=O)NC2CCCCC2)cc1[N+](=O)[O-]
→ -7%, -2%, -3%, 0%, -1%, 9%, 3%, 0%
43. CCOC(=O)c1ccc(NCc2ccc3c(c2)OCO3)cc1
→ ?, -6%, 0%, 9%, 6%, 4%, -10%, -2%
44. O=C(O)C(CO)N=Cc1c(O)c2ccccc2oc1=O (stereo unspecified)
→ -6%, -8%, 4%, 1%, 48%[activator], ., -4%, 1%
45. Cc1ccc2ncccc2c1[N+](=O)[O-]
→ -5%, 2%, 1%, 11%, -7%, 1%, -1%, -24%
46. Cc1cccc(NC(=O)Cn2nc(C(F)(F)F)cc2C2CC2)c1
→ -8%, 3%, 6%, -4%, -2%, ., -4%, 1%
